TcdB inh – inhibitors of Clostridioides difficile toxin B glycohydrolase. P18177. TcdB glycohydrolase enzymatic assay, plate reader. inhibition, % at 9.99 µM. 0.24% of 350,000 active. AID 652162; in the data active means inhibition above about 10%
Target sequence (P18177 whole entry, looked up): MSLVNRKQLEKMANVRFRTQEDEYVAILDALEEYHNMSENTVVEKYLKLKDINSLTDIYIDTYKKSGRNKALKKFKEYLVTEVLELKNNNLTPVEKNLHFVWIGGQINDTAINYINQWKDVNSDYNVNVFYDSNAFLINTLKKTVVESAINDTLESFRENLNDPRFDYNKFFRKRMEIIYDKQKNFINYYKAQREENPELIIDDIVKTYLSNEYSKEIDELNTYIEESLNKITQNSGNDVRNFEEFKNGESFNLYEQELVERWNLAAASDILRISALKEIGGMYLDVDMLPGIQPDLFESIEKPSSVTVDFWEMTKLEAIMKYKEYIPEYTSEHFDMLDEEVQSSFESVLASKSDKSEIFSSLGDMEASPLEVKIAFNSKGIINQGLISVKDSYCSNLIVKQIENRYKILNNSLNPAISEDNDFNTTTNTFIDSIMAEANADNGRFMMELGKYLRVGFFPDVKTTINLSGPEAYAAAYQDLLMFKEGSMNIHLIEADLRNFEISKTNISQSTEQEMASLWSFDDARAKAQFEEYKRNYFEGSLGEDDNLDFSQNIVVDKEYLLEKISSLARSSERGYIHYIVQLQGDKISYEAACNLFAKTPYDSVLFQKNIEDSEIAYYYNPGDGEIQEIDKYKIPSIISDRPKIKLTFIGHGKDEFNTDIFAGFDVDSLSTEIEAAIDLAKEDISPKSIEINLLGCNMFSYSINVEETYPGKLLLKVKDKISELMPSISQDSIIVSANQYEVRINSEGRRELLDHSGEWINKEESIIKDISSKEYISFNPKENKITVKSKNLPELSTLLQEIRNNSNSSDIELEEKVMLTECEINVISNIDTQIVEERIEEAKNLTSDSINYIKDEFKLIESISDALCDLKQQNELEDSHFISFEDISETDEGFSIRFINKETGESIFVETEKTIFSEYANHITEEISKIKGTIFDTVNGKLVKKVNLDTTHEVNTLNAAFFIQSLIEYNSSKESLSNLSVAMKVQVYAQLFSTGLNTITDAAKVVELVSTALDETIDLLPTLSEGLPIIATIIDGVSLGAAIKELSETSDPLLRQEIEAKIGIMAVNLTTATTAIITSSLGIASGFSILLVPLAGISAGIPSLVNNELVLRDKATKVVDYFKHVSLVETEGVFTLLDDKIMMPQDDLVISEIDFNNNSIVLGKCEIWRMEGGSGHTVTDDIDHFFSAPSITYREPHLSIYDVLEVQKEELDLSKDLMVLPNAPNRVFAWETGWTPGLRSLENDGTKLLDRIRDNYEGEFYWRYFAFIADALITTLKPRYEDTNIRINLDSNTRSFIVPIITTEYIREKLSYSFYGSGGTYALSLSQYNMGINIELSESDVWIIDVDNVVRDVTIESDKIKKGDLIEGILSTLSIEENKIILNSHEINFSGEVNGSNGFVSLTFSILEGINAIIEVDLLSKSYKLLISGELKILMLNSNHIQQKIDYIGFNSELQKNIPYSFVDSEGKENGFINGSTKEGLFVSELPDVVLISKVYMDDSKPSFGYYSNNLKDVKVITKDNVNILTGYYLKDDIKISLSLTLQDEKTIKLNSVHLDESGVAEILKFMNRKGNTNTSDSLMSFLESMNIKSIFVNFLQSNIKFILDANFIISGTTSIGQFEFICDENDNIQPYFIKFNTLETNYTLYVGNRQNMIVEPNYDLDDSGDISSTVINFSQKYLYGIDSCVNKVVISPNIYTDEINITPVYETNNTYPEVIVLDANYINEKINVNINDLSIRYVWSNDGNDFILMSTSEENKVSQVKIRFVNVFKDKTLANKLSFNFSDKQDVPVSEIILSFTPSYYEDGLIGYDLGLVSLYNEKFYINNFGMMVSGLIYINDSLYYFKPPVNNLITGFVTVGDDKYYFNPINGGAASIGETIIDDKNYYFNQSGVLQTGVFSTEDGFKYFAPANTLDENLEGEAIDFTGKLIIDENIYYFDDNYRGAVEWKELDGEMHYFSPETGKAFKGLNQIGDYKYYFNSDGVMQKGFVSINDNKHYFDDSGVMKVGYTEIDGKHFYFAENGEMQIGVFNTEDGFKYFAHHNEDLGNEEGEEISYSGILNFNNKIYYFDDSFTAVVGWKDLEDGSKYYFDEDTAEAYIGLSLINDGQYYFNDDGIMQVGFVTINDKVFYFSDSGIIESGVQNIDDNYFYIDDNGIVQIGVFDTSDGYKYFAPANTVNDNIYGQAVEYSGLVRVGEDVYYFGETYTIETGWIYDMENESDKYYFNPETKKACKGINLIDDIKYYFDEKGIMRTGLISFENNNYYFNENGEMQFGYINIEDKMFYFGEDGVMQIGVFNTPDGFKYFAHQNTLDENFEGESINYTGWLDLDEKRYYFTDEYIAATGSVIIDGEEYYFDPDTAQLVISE
The depositor's hits bear a star; & = joins results of further samples.

Screening CN(C)CCCCCCNC(=O)[C@@H]1C[C@@H]2C(=O)NCC(=O)N2[C@@H]1c1cccc(OCCO)c1 returned TcdB inh 2.2.
For C[C@@H]1CN([C@H](C)CO)C(=O)c2cc(NC(=O)Nc3ccccc3)ccc2O[C@H]1CN(C)Cc1ccncc1 the results were TcdB inh -0.8.
Screening CCC(=O)N(C)C[C@H]1Oc2cc(-c3cccc(F)c3)ccc2S(=O)(=O)N([C@@H](C)CO)C[C@@H]1C returned TcdB inh -0.4.
For O=C(CCN1CCCCC1)N[C@H]1CC[C@@H](CC(=O)N2CCC(Cc3ccccc3)CC2)O[C@@H]1CO the results were TcdB inh -0.1.
For COc1ccc(CN(C)C[C@H]2OCc3cnnn3CCCC(=O)N([C@H](C)CO)C[C@H]2C)cc1 the results were TcdB inh -0.1.
`CN1C(=O)c2cc(NC(=O)Nc3cccc(Cl)c3)ccc2OC[C@H]2O[C@@H](CC(=O)NCCc3ccncc3)CC[C@@H]21` gave TcdB inh 0.7.
CCCNC(=O)C[C@@H]1CC[C@@H]2[C@H](COc3ccc(NC(=O)NCCC)cc3C(=O)N2C)O1 was read as TcdB inh -1.3.
Screening CCC(=O)Nc1ccc2c(c1)C(=O)N(C)C[C@H](OC)[C@H](C)CN(C(=O)c1ccncc1)[C@@H](C)CO2 returned TcdB inh -0.8.
For O=C(Nc1ccccc1)N[C@H]1CC[C@H](CCn2cc(C3(O)CCCC3)nn2)O[C@H]1CO the results were TcdB inh 0.5.
Cc1noc(C)c1NC(=O)N(C)C[C@@H]1Oc2c(NS(=O)(=O)c3c(C)noc3C)cccc2C(=O)N([C@H](C)CO)C[C@@H]1C was read as TcdB inh -3.5.
`C[C@H](CO)N1C[C@H](C)[C@@H](CN(C)S(C)(=O)=O)OCCCC[C@H](C)Oc2ccc(NC(=O)c3ccncc3)cc2C1=O` gave TcdB inh -3.3.
Screening Cc1noc(C)c1NC(=O)N(C)C[C@@H]1Oc2c(NS(=O)(=O)c3cn(C)cn3)cccc2C(=O)N([C@@H](C)CO)C[C@H]1C returned TcdB inh -0.3.
For COc1ccc2c3c(n(C)c2c1)[C@H](CO)N(Cc1ccccc1F)CC31CN(C(=O)C2CCOCC2)C1 the results were TcdB inh -0.5.
`CCCNC(=O)C[C@H]1CC[C@@H]2[C@H](COC[C@@H](O)CN2Cc2ccncc2)O1` gave TcdB inh -0.2.
Cc1noc(C)c1NC(=O)N(C)C[C@H]1OCCCC[C@@H](C)Oc2ccc(NS(=O)(=O)c3cccs3)cc2C(=O)N([C@@H](C)CO)C[C@H]1C was read as TcdB inh -0.1.
For C[C@@H]1CN([C@@H](C)CO)C(=O)c2cc(C#CCc3ccccc3)cnc2O[C@@H]1CN(C)CC1CC1 the results were TcdB inh -9.3.
`Cc1noc(C)c1S(=O)(=O)Nc1ccc2c(c1)C(=O)N([C@H](C)CO)C[C@H](C)[C@H](CN(C)S(=O)(=O)c1ccccc1)O2` gave TcdB inh 0.7.
For C[C@@H]1CN([C@@H](C)CO)S(=O)(=O)c2ccc(C#Cc3ccncc3)cc2O[C@@H]1CN(C)C(=O)C1CCC1 the results were TcdB inh 0.3.
`COC(=O)C[C@H]1CC[C@@H]2[C@@H](COc3ccc(NS(=O)(=O)c4ccc(C)cc4)cc3C(=O)N2C)O1` gave TcdB inh -0.1.
For C[C@@H]1CN([C@H](C)CO)C(=O)Cc2cc(NS(C)(=O)=O)ccc2O[C@@H]1CN(C)S(=O)(=O)c1ccc(Cl)cc1 the results were TcdB inh 0.0.
Screening CNC[C@@H]1Oc2c(NS(=O)(=O)c3c(C)noc3C)cccc2C(=O)N([C@@H](C)CO)C[C@@H]1C returned TcdB inh -1.9.
Screening CCC(=O)N[C@H]1CC[C@H](CC(=O)NCCN2CCCCC2)O[C@@H]1CO returned TcdB inh -0.1.
For O=C(C[C@H]1C[C@@H]2c3cc(NC(=O)NC4CCCCC4)ccc3O[C@@H]2[C@@H](CO)O1)NCc1cccnc1 the results were TcdB inh 0.3.
`C[C@@H]1CN([C@@H](C)CO)C(=O)Cc2cc(NC(=O)Nc3cccc4ccccc34)ccc2O[C@H]1CN(C)Cc1ccc(C(=O)O)cc1` gave TcdB inh -3.1.
For COc1cccc(C(=O)Nc2ccc3c(c2)OC[C@@H](C)NC[C@H](C)[C@@H](OC)CN(C)C3=O)c1 the results were TcdB inh -0.3.
Screening CN1C(=O)c2cc(NC(=O)C3CCC3)ccc2OC[C@H]2O[C@@H](CC(=O)NCCc3ccncc3)CC[C@H]21 returned TcdB inh 0.2.
C[C@H]1CCCCO[C@H](CN(C)S(=O)(=O)c2ccc(Cl)cc2)[C@@H](C)CN([C@@H](C)CO)C(=O)c2cc(NS(=O)(=O)c3cn(C)cn3)ccc2O1 was read as TcdB inh 0.6.
`CN1[C@@H]2Cn3c(cccc3=O)[C@H]1[C@@H](C(=O)NCC1CCCCC1)[C@@H]2CO` gave TcdB inh -1.9.
Screening CC(C)(C)c1ccc(N2C(=O)CSC2c2ccccc2)cc1 (stereo not given) returned TcdB inh -0.1.
Screening COc1ccc(S(=O)(=O)Nc2ccc3c(c2)C(=O)N([C@@H](C)CO)C[C@H](C)[C@@H](CN(C)C(=O)c2ccncc2)OCCCC[C@@H](C)O3)cc1 returned TcdB inh 1.2.
For CN(C)Cc1cn(CC[C@@H]2CC[C@@H](NS(=O)(=O)c3ccccc3)[C@@H](CO)O2)nn1 the results were TcdB inh 1.1.
C[C@H](CO)N1C[C@H](C)[C@@H](CN(C)S(=O)(=O)c2ccccc2)OCCCC[C@H](C)Oc2ccc(NC(=O)C3CCCCC3)cc2C1=O was read as TcdB inh 0.7.
Screening C[C@H](NC(=O)C[C@@H]1C[C@@H]2c3cc(NC(=O)NC4CCCC4)ccc3O[C@@H]2[C@@H](CO)O1)c1ccccc1 returned TcdB inh -0.7.
`CNC(=O)C[C@H]1CC[C@@H]2[C@H](COc3ccc(NC(=O)c4cccc(F)c4)cc3C(=O)N2C)O1` gave TcdB inh 0.8&1.3.
CCC(=O)N1[C@H](CO)[C@H](c2ccccc2)[C@H]1CN(CC)C(=O)c1ccccc1 was read as TcdB inh 1.2.
Screening N#C[C@@H]1[C@H](c2ccc(C3=CCCC3)cc2)[C@H](CO)N1C(=O)C1CCC1 returned TcdB inh 0.8.
C[C@H]1CN([C@@H](C)CO)C(=O)Cc2cc(NS(C)(=O)=O)ccc2O[C@@H]1CN(C)Cc1ccncc1 was read as TcdB inh -0.2.
`CCC(=O)N1[C@@H](CO)[C@@H](c2ccccc2)C12CN(C(=O)Cc1ccccc1)C2` gave TcdB inh 0.2.
Screening O=C(C[C@H]1C=C[C@@H](NC(=O)c2cccc(F)c2)[C@@H](CO)O1)NCc1ccc(Oc2ccccc2)cc1 returned TcdB inh -3.4.
`C[C@@H]1CCCCO[C@H](CN(C)C(=O)Cc2ccccc2)[C@@H](C)CN([C@H](C)CO)C(=O)c2cc(NC(=O)Nc3ccc(C(F)(F)F)cc3)ccc2O1` gave TcdB inh 0.8.
`C/C=C/c1ccc([C@@H]2[C@@H](CNC(=O)c3ccncc3)N(C(=O)CC)[C@H]2CO)cc1` gave TcdB inh -6.6.
`CO[C@@H]1CN(C)C(=O)c2cc(NS(C)(=O)=O)ccc2OC[C@@H](C)NC[C@H]1C` gave TcdB inh -1.3.
`Cc1ccc(S(=O)(=O)N(C)C[C@H]2OCCCC[C@H](C)Oc3ccc(NS(=O)(=O)c4cccs4)cc3C(=O)N([C@@H](C)CO)C[C@H]2C)cc1` gave TcdB inh -0.8.
`COc1cccc(S(=O)(=O)N2C[C@@H](O)COC[C@H]3O[C@@H](CC(=O)Nc4ccccc4)CC[C@@H]32)c1` gave TcdB inh -0.2.
COc1ccccc1C(=O)Nc1ccc2c(c1)OC[C@H](C)NC[C@H](C)[C@@H](OC)CN(C)C2=O was read as TcdB inh -3.4.
`O=C(C[C@H]1C=C[C@@H](NS(=O)(=O)c2ccccc2)[C@H](CO)O1)N1CCC(Cc2ccccc2)CC1` gave TcdB inh 0.5.
For O=C(c1ccccc1)N1CC(=O)N2[C@@H](CO)[C@@H](c3ccc(C#Cc4ccccc4)cc3)[C@@H]2C1 the results were TcdB inh -0.3.
For C[C@H]1CN([C@@H](C)CO)C(=O)CCCn2cc(nn2)CO[C@H]1CN(C)S(=O)(=O)c1ccc(Oc2ccccc2)nc1 the results were TcdB inh 1.0.
Screening O=C(NCC[C@H]1CC[C@H](NC(=O)C2CCCC2)[C@@H](CO)O1)c1cc(Cl)cc(Cl)c1 returned TcdB inh -2.8.
[N-]=[N+]=NCc1ccccc1C[C@]1(C(=O)NCCN2CCOCC2)COC(c2ccc(OCCCO)cc2)=N1 was read as TcdB inh 0.4.
`COc1cccc(NC(=O)N[C@@H]2C=C[C@H](CC(=O)Nc3ccccc3)O[C@H]2CO)c1` gave TcdB inh -3.7.
O=C(CN1CCOCC1)NCC[C@H]1CC[C@H](NC(=O)c2ccccc2F)[C@@H](CO)O1 was read as TcdB inh -1.2.
For C[C@@H]1CCCCO[C@H](CN(C)S(C)(=O)=O)[C@@H](C)CN([C@@H](C)CO)C(=O)c2cc(NS(=O)(=O)c3ccccc3)ccc2O1 the results were TcdB inh 1.9.
For CC(=O)N1CC[C@@H]2[C@H]1c1cc(C#Cc3cccnc3)ccc1N[C@@H]2CO the results were TcdB inh 1.1.
For CC(C)NC(=O)Nc1ccc2c(c1)C(=O)N([C@H](C)CO)C[C@H](C)[C@H](CN(C)CC1CCCCC1)O2 the results were TcdB inh -1.0.
Screening COc1ccc(S(=O)(=O)N[C@@H]2CC[C@@H](CCNC(=O)CN3CCOCC3)O[C@@H]2CO)cc1 returned TcdB inh -0.9.
`C[C@H](CO)N1C[C@H](C)[C@@H](CN(C)Cc2ccccc2)Oc2ccc(NS(C)(=O)=O)cc2CC1=O` gave TcdB inh 0.5.
For CN(C)CCCNC(=O)C[C@H]1CC[C@H]2[C@@H](COC[C@@H](O)CN2CC2CCCCC2)O1 the results were TcdB inh -1.8.
`CC(C)NC(=O)Nc1cccc2c1O[C@H](CN(C)C(=O)NC(C)C)[C@H](C)CN([C@@H](C)CO)C2=O` gave TcdB inh 1.0.
`CC(C)NC(=O)Nc1cccc2c1O[C@@H](CN(C)Cc1ccc3c(c1)OCO3)[C@@H](C)CN([C@@H](C)CO)C2=O` gave TcdB inh -0.7.
`COC(=O)[C@H]1[C@H](CO)[C@H]2Cn3c(ccc(C4=CCCC4)c3=O)[C@@H]1N2C(=O)CC1CC1` gave TcdB inh -0.8.
For O=C(C[C@@H]1CC[C@H]2[C@@H](COC[C@@H](O)CN2Cc2ccc(F)cc2)O1)N1CCc2ccccc2C1 the results were TcdB inh -12.
`C/C=C/c1ccc2c(c1)O[C@H](CN(C)C(=O)Cc1ccncc1)[C@@H](C)CN([C@@H](C)CO)S2(=O)=O` gave TcdB inh -0.4.
CCCNC(=O)N1[C@H](CO)[C@@H](c2ccccc2)[C@@H]1CNC(C)=O was read as TcdB inh -1.7.
O=C(Nc1cccc(F)c1)N1CC(=O)N2[C@H](C1)[C@H](c1ccc(-c3cccc(F)c3)cc1)[C@@H]2CO was read as TcdB inh 0.6.
O=C(C[C@@H]1C=C[C@H](NC(=O)CN2CCOCC2)[C@@H](CO)O1)NC1CCC1 was read as TcdB inh -0.6.
C[C@@H]1CN([C@@H](C)CO)C(=O)Cc2cc(NC(=O)NC3CCCCC3)ccc2O[C@H]1CN(C)C(=O)Nc1ccc2c(c1)OCO2 was read as TcdB inh 0.2.
O=C(Nc1cccc(F)c1)N1C[C@@H]2N[C@H](C1)C2c1ccc(-c2cccnc2)cc1 (stereo not given in full) was read as TcdB inh 0.2&-0.8.
`C[C@@H]1CN([C@@H](C)CO)C(=O)c2c(c3ccccc3n2C)-c2ccccc2CO[C@@H]1CN(C)C(=O)Oc1ccccc1` gave TcdB inh 1.0.
`CC(C)C#Cc1cnc2c(c1)C(=O)N([C@H](C)CO)C[C@@H](C)[C@H](CN(C)C(=O)c1cccnc1)O2` gave TcdB inh -4.2.
For Cc1ccc(S(=O)(=O)Nc2ccc3c(c2)CC(=O)N([C@H](C)CO)C[C@H](C)[C@@H](CN(C)Cc2ccc4c(c2)OCO4)O3)cc1 the results were TcdB inh 1.1.
For CCS(=O)(=O)Nc1ccc2c(c1)C(=O)N(C)C[C@H](OC)[C@@H](C)CN(CC1CCCCC1)[C@H](C)CO2 the results were TcdB inh -0.9.
Screening O=C(O)[C@@H]1[C@@H](CO)[C@@H]2Cn3c(ccc(-c4cncnc4)c3=O)[C@@H]2N1C(=O)C1CCC1 returned TcdB inh 0.8.
`O=C(CCN1CCCCC1)N[C@H]1CC[C@H](CC(=O)N2CCC(Cc3ccccc3)CC2)O[C@@H]1CO` gave TcdB inh 0.7.

Entries shown so far that have a thiophene ring, fused or not (2):
Cc1noc(C)c1NC(=O)N(C)C[C@H]1OCCCC[C@@H](C)Oc2ccc(NS(=O)(=O)c3cccs3)cc2C(=O)N([C@@H](C)CO)C[C@H]1C was read as TcdB inh -0.1.
`Cc1ccc(S(=O)(=O)N(C)C[C@H]2OCCCC[C@H](C)Oc3ccc(NS(=O)(=O)c4cccs4)cc3C(=O)N([C@@H](C)CO)C[C@H]2C)cc1` gave TcdB inh -0.8.

Grouped by structure, those above with fluorine.
Screening CCC(=O)N(C)C[C@H]1Oc2cc(-c3cccc(F)c3)ccc2S(=O)(=O)N([C@@H](C)CO)C[C@@H]1C returned TcdB inh -0.4.
For COc1ccc2c3c(n(C)c2c1)[C@H](CO)N(Cc1ccccc1F)CC31CN(C(=O)C2CCOCC2)C1 the results were TcdB inh -0.5.
`CNC(=O)C[C@H]1CC[C@@H]2[C@H](COc3ccc(NC(=O)c4cccc(F)c4)cc3C(=O)N2C)O1` gave TcdB inh 0.8&1.3.
Screening O=C(C[C@H]1C=C[C@@H](NC(=O)c2cccc(F)c2)[C@@H](CO)O1)NCc1ccc(Oc2ccccc2)cc1 returned TcdB inh -3.4.
`C[C@@H]1CCCCO[C@H](CN(C)C(=O)Cc2ccccc2)[C@@H](C)CN([C@H](C)CO)C(=O)c2cc(NC(=O)Nc3ccc(C(F)(F)F)cc3)ccc2O1` gave TcdB inh 0.8.
O=C(CN1CCOCC1)NCC[C@H]1CC[C@H](NC(=O)c2ccccc2F)[C@@H](CO)O1 was read as TcdB inh -1.2.
For O=C(C[C@@H]1CC[C@H]2[C@@H](COC[C@@H](O)CN2Cc2ccc(F)cc2)O1)N1CCc2ccccc2C1 the results were TcdB inh -12.
O=C(Nc1cccc(F)c1)N1CC(=O)N2[C@H](C1)[C@H](c1ccc(-c3cccc(F)c3)cc1)[C@@H]2CO was read as TcdB inh 0.6.
O=C(Nc1cccc(F)c1)N1C[C@@H]2N[C@H](C1)C2c1ccc(-c2cccnc2)cc1 (stereo not given in full) was read as TcdB inh 0.2&-0.8.

A portion of the library; rates above refer to the full screens.
